PAX8 inh HTS: inhibitors of PAX8 transcriptional activity in RMG-I cells; RMG-I TPO-luciferase reporter, SteadyGlo, 24 h; AID 652154; inhibition, % at 12.6 µM; actives 1.2% (n = 360,000);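 active means mean replicate inhibition at least 60% with every replicate also reaching 60%; inconclusive means only one of the two criteria is met; inactive means mean below 60% and not all replicates reaching 60%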;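 further: luciferase light reporting Pax8 driven TPO promoter activity; plate controls were median of neutral control wells for no effect and mitoxantrone controls for full effect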
CFTR F508del cor: correctors of CFTR F508del function in bronchial epithelial cells | CFBE cells, YFP halide quenching; stimulated with forskolin plus potentiator P3; % fluorescence drop versus neutral controls | activity (quench increase), % at 7.58 µM | actives 0.36% (n = 350,000) | AID 720511;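 active means mean added fluorescence quench of at least 8% versus neutral control, with both replicates also reaching 8%; inconclusive means only one of the mean or replicate conditions met; inactive means mean below 8% and not both replicates reaching 8%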;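 further: cells transiently co-express mutant CFTR-F508del with the halide-sensitive YFP; corrector assay measuring rescue of mutant channel to the surface after 24 h compound exposure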
miR-122 sensor: miR-122 inhibition in Huh7 cells. Huh7 miR-122 Renilla luciferase sensor, 48 h; neutral wells = 0, positive control = 100. AID 602342. activation (reporter increase), % at 12.5 µM. actives 0.3% (n = 340,000);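 active means mean replicate activation score at least 90 and every replicate individually at or above 90; inconclusive means only one of the two criteria met; inactive means neither criterion met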;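 further: higher luciferase means less miR-122 activity so hits act as miR-122 inhibitors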
FN deposition inh: fibronectin deposition inhibition; AH1F fibroblasts, Alexa488-fibronectin deposition fluorescence, overnight; inhibition, % at 12.6 µM; actives 0.086% (n = 350,000); AID 743247;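 active means mean inhibition across replicates of 30% or more, regardless of how many single replicates reach that level; inconclusive means mean under 30% yet at least half of replicates reach 30%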;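 further: positive control wells lacked labelled fibronectin entirely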
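Material: AH1F fibroblasts assembling fluorescent fibronectin matrix; amount: 10000 AH1F cells/well; medium: DMEM, 2% serum; reagent: Alexa488-fibronectin, 24 nM final in well; dosing: single compound dose, delivered by pin transfer; incubation: 1 h adhesion, overnight exposure; detection: fluorescence after three HBSS washes, excitation 485 nm, emission 525 nm; measure: fibronectin deposition inhibition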
EWS-Fli block: blocks EWS/Fli oncoprotein-driven transcription; A673 NR0B1-luciferase reporter, viability-normalised; inhibition, % at 12.6 µM; actives 0.67% (n = 350,000); AID 651661;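 active means mean inhibition of at least 50% after viability correction, with every replicate also passing that limit; inconclusive means mean reaches 50% but only one of two replicates passes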;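 further: firefly luciferase signal divided by Alamar Blue viability fluorescence both relative to DMSO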
DENV2 CPE: protects cells from dengue virus 2 cytopathic effect. DENV2-infected cells, cytopathic effect rescue, plate reader. CPE inhibition, % at 9.99 µM. actives 1.7% (n = 350,000). AID 651640; in the data active means CPE inhibition above about 20%, passing the limit was not always enough; inconclusive means no clear call, values can overlap the other calls; tested in BHK-21 cells;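 further: 0% = median of neutral control wells and 100% = median of positive control wells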
GSIS activator: primary screen for activators of insulin secretion dependent on glucose, INS-1E cells, GLuc reporter luminescence | actives 0.61% (n = 370,000) | INS-1E GLuc reporter insulin secretion, 2-3 h | AID 743287 | activation, % at 16.6 µM;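 active means lowest replicate activation of at least 40%, so every replicate reaches that level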;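 further: 0% = median of neutral control wells and 100% = median of IBMX positive control wells; some compounds called inactive have numbers as strong as hits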
Numbers without * were called inactive; ? = inconclusive; . = no result given; & = joins results of further samples; [ ] = dose if it differs, or a comment.

Assay codes – A = PAX8 inh HTS; B = CFTR F508del cor; C = miR-122 sensor; D = FN deposition inh; E = EWS-Fli block; F = DENV2 CPE; G = GSIS activator
mol: CN(C)CC(=O)Nc1ccc2c(c1)[C@@H]1C[C@H](CC(=O)NCCc3ccccc3)O[C@H](CO)[C@@H]1O2
  A: 1	B: 1.0	C: -3[16.7 µM]	D: .	E: -3	F: 5	G: 15
mol: COc1cccc(-c2ccc3n(c2=O)C[C@@H]2[C@@H](CO)[C@H](C(=O)N(C)C)N(C(=O)C4CC4)[C@H]32)c1
  A: .	B: .	C: .	D: .	E: -6	F: -2	G: 15
mol: C[C@@H]1CN([C@H](C)CO)C(=O)c2cc(Br)cnc2O[C@H]1CN(C)C(=O)CC1CC1
  A: 4	B: 0.6&1.5	C: 0	D: -20&-7	E: -14&6	F: -4&6	G: 5&20
mol: O=C(C[C@@H]1CC[C@H]2[C@@H](COC[C@@H](O)CN2C(=O)c2cnccn2)O1)NCc1ccc(Cl)cc1
  A: -10	B: -1.1	C: 6[16.7 µM]	D: -1	E: -5	F: -2	G: 14
mol: COc1ccc2ncccc2c1Cc1c(OC)ccc2ncccc12
  A: -11	B: 2.6	C: -9	D: 14	E: 0	F: ?	G: .
mol: Cc1ccccc1S(=O)(=O)N[C@H]1CC[C@@H](CCNS(=O)(=O)c2cccc(F)c2)O[C@@H]1CO
  A: 4	B: -1.9	C: .	D: 3	E: 5	F: -1	G: -12
mol: COc1cc([C@H]2[C@@H]3CCCC[C@]3(O)CCN2Cc2ccccc2F)ccc1O
  A: 2	B: .	C: -6	D: -7	E: .	F: .	G: 17
mol: CCC(CO)Oc1cc(NCc2cccnc2)c2ncn(C(C)C)c2c1 (stereo not given)
  A: 3	B: -0.7	C: .	D: 0	E: -13	F: .	G: 16
mol: CN(C[C@H]1N[C@@H](CO)[C@@H]1c1ccc(C2=CCCC2)cc1)C(=O)c1cccc(F)c1
  A: 111*	B: 6.9	C: -29[16.7 µM]	D: -34	E: 77*	F: -9	G: 9
mol: O=C(O)Cn1c(=O)c2c3c(sc2n(Cc2ccccc2)c1=O)CCCC3
  A: 12	B: -2.1	C: -4	D: -5	E: 1	F: -8	G: 21
mol: Cc1ccc(-c2cnc3c(c2)C(=O)N([C@@H](C)CO)C[C@H](C)[C@H](CN(C)C(=O)Cc2ccncc2)O3)cc1
  A: .	B: 1.9	C: -9[16.7 µM]	D: .	E: 6	F: -4	G: 0
mol: COc1ccc2c3c(n(C)c2c1)[C@H](CO)N(C(=O)C1CCCCC1)CC31CCN(C(=O)c2ccncc2)CC1
  A: .	B: 2.8	C: .	D: .	E: 4	F: 7	G: 4
mol: C[C@@H]1CN([C@H](C)CO)C(=O)Cc2cc(NC(=O)CCN3CCOCC3)ccc2O[C@H]1CN(C)Cc1ccccc1
  A: -8	B: -1.8	C: 1[16.7 µM]	D: .	E: -8	F: -7	G: 28
mol: Cc1ccc(NC(=O)CCNC(=O)Cn2cnc3ccccc3c2=O)cc1F
  A: 23	B: 2.2	C: .	D: 0	E: .	F: 19	G: 28
mol: CO[C@H]1CN(C)C(=O)c2cc(NC(=O)Nc3cccc(Cl)c3)ccc2OC[C@H](C)N(C(=O)Nc2c(C)noc2C)C[C@@H]1C
  A: .	B: 0.2	C: -1[16.7 µM]	D: 8	E: 0	F: .	G: -6
mol: CC1Nc2ncnc(N3CCOCC3)c2N(Cc2ccc(Cl)cc2)C1=O (stereo not given)
  A: 2	B: 0.9	C: 0	D: 6	E: 3	F: 14	G: -4
mol: O=C(C[C@@H]1C[C@H]2c3cc(NC(=O)c4ccc5c(c4)OCO5)ccc3O[C@H]2[C@H](CO)O1)NCc1ccc(Oc2ccccc2)cc1
  A: 13	B: -0.8	C: 0[16.7 µM]	D: 9	E: 6	F: 7	G: -10
mol: NC(=O)[C@@H]1CCCN1C(=O)c1ccc2nc(Cc3ccccc3F)oc2c1
  A: -14	B: 1.9	C: -4	D: -3	E: .	F: 13	G: 4
mol: C[C@@H]1CN([C@H](C)CO)C(=O)c2cc(N(C)C)ccc2O[C@@H](C)CCCCO[C@@H]1CN(C)S(=O)(=O)c1ccc(F)cc1
  A: 33	B: 1.5	C: 5[16.7 µM]	D: -7	E: -29	F: -3	G: -3
mol: O=C(c1ccncc1)N1CC2(C1)[C@H](c1ccccc1)[C@H](CO)N2CC1CCCC1
  A: .	B: -0.8	C: .	D: 1	E: 5	F: -3	G: -12
mol: CC(=O)C1=C(O)C(=O)N(CCCn2ccnc2)C1c1ccc(Br)cc1 (stereo not given)
  A: -10	B: -0.1	C: -10	D: -1	E: -3	F: -1	G: -19
mol: O=C(CSc1nc2ncc(Cl)cc2[nH]1)NC1CCS(=O)(=O)C1 (stereo not given)
  A: 5	B: -2.9	C: -6	D: .	E: 4	F: 8	G: 5
mol: O=C(C[C@@H]1C[C@H]2c3cc(NC(=O)c4cccnc4)ccc3O[C@H]2[C@H](CO)O1)NCC1CC1
  A: -12	B: -2.7	C: -2[16.7 µM]	D: 1	E: -10	F: ?	G: 0
mol: COc1ccc(/C=C/C(=O)NC(=S)NNC(=O)c2cccs2)cc1OC
  A: 13	B: 2.6	C: 1	D: 2	E: 15	F: 4	G: 15
mol: CCC1(c2ccc(F)cc2)NC(=O)N(CC(=O)NCc2ccccc2Cl)C1=O (stereo not given)
  A: -22	B: 0.6	C: 3	D: 4	E: 8	F: -4	G: -1
mol: C[C@@H]1CN([C@@H](C)CO)C(=O)c2cc(-c3cccc(F)c3)cnc2O[C@H]1CN(C)Cc1cccnc1
  A: .	B: -2.6	C: -3[16.7 µM]	D: 7	E: 8	F: -3	G: 13
mol: CO[C@H]1CN(C)C(=O)c2cc(NC(=O)c3cccc(F)c3)ccc2OC[C@H](C)N(C(C)=O)C[C@@H]1C
  A: .	B: -1.5	C: 12[16.7 µM]	D: 3	E: -5	F: .	G: 0
mol: Cc1ccc(CCNS(=O)(=O)c2cc3c(cc2C)n(C)c(=O)c(=O)n3C)cc1
  A: -4	B: 2.9	C: 14	D: 8	E: 5	F: 11	G: -5
mol: CCOC(=O)c1sc(NC(=O)CCN2CCN(C)CC2)c(C(=O)OCC)c1C
  A: 3	B: 0.0	C: -1	D: 4	E: -5	F: ?	G: 9
mol: Cc1cc(C)nc(SCc2nnc(SCC(=O)O)n2-c2ccccc2)n1
  A: 2	B: .	C: -4	D: .	E: -3	F: -1	G: -6

Filtered by structure, the compounds so far with a Cl atom (5)
Assay codes – A = PAX8 inh HTS; B = CFTR F508del cor; C = miR-122 sensor; D = FN deposition inh; E = EWS-Fli block; F = DENV2 CPE; G = GSIS activator
mol: O=C(C[C@@H]1CC[C@H]2[C@@H](COC[C@@H](O)CN2C(=O)c2cnccn2)O1)NCc1ccc(Cl)cc1
  A: -10	B: -1.1	C: 6[16.7 µM]	D: -1	E: -5	F: -2	G: 14
mol: CO[C@H]1CN(C)C(=O)c2cc(NC(=O)Nc3cccc(Cl)c3)ccc2OC[C@H](C)N(C(=O)Nc2c(C)noc2C)C[C@@H]1C
  A: .	B: 0.2	C: -1[16.7 µM]	D: 8	E: 0	F: .	G: -6
mol: CC1Nc2ncnc(N3CCOCC3)c2N(Cc2ccc(Cl)cc2)C1=O (stereo not given)
  A: 2	B: 0.9	C: 0	D: 6	E: 3	F: 14	G: -4
mol: O=C(CSc1nc2ncc(Cl)cc2[nH]1)NC1CCS(=O)(=O)C1 (stereo not given)
  A: 5	B: -2.9	C: -6	D: .	E: 4	F: 8	G: 5
mol: CCC1(c2ccc(F)cc2)NC(=O)N(CC(=O)NCc2ccccc2Cl)C1=O (stereo not given)
  A: -22	B: 0.6	C: 3	D: 4	E: 8	F: -4	G: -1

The listing continues:
Assay codes – A = PAX8 inh HTS; B = CFTR F508del cor; C = miR-122 sensor; D = FN deposition inh; E = EWS-Fli block; F = DENV2 CPE; G = GSIS activator
mol: C[C@H](CO)N1C[C@H](C)[C@H](CN(C)Cc2ccncc2)OCCCC[C@H](C)Oc2ccc(NS(=O)(=O)c3ccc(Cl)cc3)cc2C1=O
  A: -1	B: 3.9	C: -16[16.7 µM]	D: -9	E: 5	F: -4	G: -19
mol: Cc1ccc(S(=O)(=O)Nc2ccc(C(=O)NCc3cccnc3)cc2)cc1
  A: 4	B: -3.7	C: 5	D: -2	E: 14	F: 0	G: 3
mol: COc1ccc(C2CC(c3ccc4ccccc4c3)=NN2C(=O)CSc2ncccn2)cc1 (stereo not given)
  A: 3	B: .	C: -6	D: .	E: .	F: .	G: -49
mol: CC1CCCN(c2oc(-c3cccc4ccccc34)nc2C#N)C1 (stereo not given)
  A: .	B: .	C: 4	D: 7	E: .	F: .	G: 2
mol: COCCCNC(=O)[C@@H](Cc1ccccc1)NC(=O)CC[C@H]1O[C@@H](n2ccc(=O)[nH]c2=O)[C@H](O)[C@@H]1O
  A: -13	B: -2.7	C: 1	D: 1	E: 2	F: 1	G: -5
mol: COc1ccc(NC(=O)Nc2ccc3c(c2)CC(=O)N([C@H](C)CO)C[C@@H](C)[C@H](CN(C)S(C)(=O)=O)O3)cc1
  A: 7	B: 1.5	C: 9[16.7 µM]	D: .	E: -3	F: -7	G: 11
mol: COc1ccc(O)c(/C=c2/sc3nc4cc(C)c(C)cc4n3c2=O)c1
  A: -2	B: .	C: -8	D: -5	E: .	F: .	G: .
mol: COc1ccc(NC(C)=O)cc1S(=O)(=O)NC(Cc1ccccc1)C(=O)NC(C)c1ccccn1 (stereo not given)
  A: 8	B: -2.3	C: -3	D: -9	E: -4	F: 6	G: -3
mol: CN1CCc2c(sc3c2C(=O)NC(/C=C\c2ccccc2)N3)C1 (stereo not given)
  A: 15	B: -3.6	C: -5	D: 4	E: 5	F: -4	G: .
mol: CCC(=O)NC(C)c1cc(Cl)c2cccnc2c1O (stereo not given)
  A: -4	B: 1.2	C: .	D: 9	E: 4	F: -5	G: 11
mol: COc1ccc(-c2ccc([C@H]3[C@@H](CO)N4CCCCN(CC5CCOCC5)C[C@H]34)cc2)cc1
  A: 7	B: 2.0	C: 12[16.7 µM]	D: .	E: -6	F: 33*	G: -2
mol: O=C1CCCC1C(=O)Nc1ccc2ccccc2c1 (stereo not given)
  A: -9	B: 1.4	C: .	D: 1	E: -45	F: -5	G: 0
mol: C[C@H](CO)N1C[C@H](C)[C@@H](CN(C)CC2CC2)Oc2c(NS(=O)(=O)c3cccs3)cccc2C1=O
  A: 11	B: 1.9	C: 31[16.7 µM]	D: .	E: 4	F: -8	G: 1
mol: Cn1cccc1/C=N/NC(=O)Cc1cccc2ccccc12
  A: 28	B: 2.8	C: .	D: 0	E: 17	F: -5	G: 1
mol: CC(C)=C1C2CCC1C(C(=O)Nc1cc(C)cc(C)c1)C2C(=O)O (stereo not given)
  A: 10	B: 0.3	C: -6	D: 4	E: -2	F: 3	G: -6
mol: COCCNC(=O)C[C@@H]1C=C[C@H](NS(=O)(=O)c2ccc(C)cc2)[C@@H](CO)O1
  A: 0	B: 1.6	C: .	D: -1	E: -1	F: -2	G: 30
mol: Cc1ccccc1NC(=O)Nc1nc(C(N)Cc2ccccc2)cs1 (stereo not given)
  A: .	B: 3.0	C: .	D: 0	E: 10	F: 2	G: -18
mol: COCC(C)NC(=O)c1ccccc1[N+](=O)[O-] (stereo not given)
  A: -2	B: .	C: 0	D: -2	E: 4	F: 4	G: 3

Bioassay records (PubChem)

Outcome played no part in choosing rows. About 3.9% of those tested had a hit in this group.
